CCHFV vOTU inh – blocks the CCHF virus ovarian tumor domain protease; inhibition, % at 11.5 µM; AID 651958; hit rate 0.55% among 370,000; CCHFV vOTU protease, Pep-AMC fluorescence; in the data active means inhibition above about 30%; further: 0% = vehicle wells with enzyme and 100% = no enzyme wells
TcdB GH inh – inhibitors of Clostridioides difficile toxin B glycohydrolase | P18177 | TcdB glycohydrolase enzymatic assay, plate reader | inhibition, % at 9.99 µM | hit rate 0.24% among 350,000 | AID 652162; in the data active means inhibition above about 10%
PrPC surface inh – inhibitors of human cell surface prion protein PrPC; TR-FRET read-out; inhibition, % at 13.8 µM; hit rate 0.43% among 370,000; in the data active means inhibition above about 24%; further: 0% = median of the test wells and 100% = reference compound wells
SSB-PriA inh – K. pneumoniae PriA-SSBct interaction inhibition; inhibition, % at 33 µM; hit rate 0.6% among 430,000; AlphaScreen SSBct-PriA binding, biotinylated peptide; AID 1272365; in the data active means inhibition mostly above about 37%, no sharp cut-off; inactive means mostly below about 20%;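 further: plate controls were negative control peptide for no effect and reference peptide for full effect; strong numbers were not always called active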
Yp Topo-I inh – inhibitors of Yersinia pestis topoisomerase I. Y. pestis Topo-I cleavage product accumulation, plate reader. activity, % at 10 µM. hit rate 0.064% among 360,000. AID 504884; in the data active means activity above about 50%, passing the limit was not always enough; further: inactives centre near 2
MazF activator – increases E. coli MazEF RNase cleavage of RNA | FAM/BHQ RNA-DNA oligo cleavage fluorescence, 5 h | AID 504720 | activation, % at 20 µM | P0AE70 | hit rate 0.32% among 350,000; in the data active means activation above about 50%
Target sequence (P0AE70 whole entry, looked up): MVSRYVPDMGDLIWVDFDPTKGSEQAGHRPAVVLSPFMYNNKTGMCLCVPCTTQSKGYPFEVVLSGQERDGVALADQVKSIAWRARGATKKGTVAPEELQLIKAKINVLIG
Rv3671c inh – inhibitors of M. tuberculosis serine protease Rv3671c; P9WHR9; inhibition, % at 5.96 µM; hit rate 0.048% among 320,000; AID 2606; in the data active means inhibition above about 38%;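 further: extracellular domain of Rv3671c used as enzyme; 0% = enzyme with DMSO and 100% = no enzyme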
Target sequence (P9WHR9 whole entry, looked up, the tested form may be a part): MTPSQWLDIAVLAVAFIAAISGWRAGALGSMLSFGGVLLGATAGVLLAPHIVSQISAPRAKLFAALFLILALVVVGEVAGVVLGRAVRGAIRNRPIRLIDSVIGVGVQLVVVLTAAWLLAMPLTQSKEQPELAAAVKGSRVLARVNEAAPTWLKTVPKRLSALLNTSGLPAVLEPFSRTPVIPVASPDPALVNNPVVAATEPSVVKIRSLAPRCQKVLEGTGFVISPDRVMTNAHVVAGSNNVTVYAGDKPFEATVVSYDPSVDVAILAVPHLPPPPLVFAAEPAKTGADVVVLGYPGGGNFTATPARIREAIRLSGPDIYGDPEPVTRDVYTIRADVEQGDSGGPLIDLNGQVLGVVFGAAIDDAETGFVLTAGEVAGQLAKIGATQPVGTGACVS
Vc quorum ag – induces V. cholerae light production without autoinducers; V. cholerae BH1578 lux reporter, luminescence, 6 h; hit rate 0.16% among 350,000; activation, % at 18.7 µM; in the data active means activation mostly above about 9.7%, no sharp cut-off; further: not every result past the cut was called active; inactives centre near 0; reference of the scale not given here
DUSP3 inh – DUSP3 (human) phosphatase inhibition | P51452 | recombinant VHR phosphatase, pNPP absorbance | inhibition, % at 13.3 µM | hit rate 0.52% among 290,000; in the data active means inhibition above about 50%; further: some compounds called inactive have numbers as strong as hits
Target sequence (P51452 whole entry, looked up): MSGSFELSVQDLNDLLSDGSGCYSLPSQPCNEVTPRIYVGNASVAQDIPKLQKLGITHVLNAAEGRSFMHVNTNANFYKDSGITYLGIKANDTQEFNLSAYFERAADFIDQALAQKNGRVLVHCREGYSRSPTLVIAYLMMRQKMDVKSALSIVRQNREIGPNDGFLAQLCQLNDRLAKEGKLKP
3CLpro inhibitor – SARS-CoV 3CLpro protease inhibition; hit rate 0.14% among 290,000; recombinant SARS-CoV 3CLpro, quenched FRET peptide cleavage; P0C6X7; inhibition, % at 6 µM; in the data active means inhibition above about 12%
Starred values were filed as active, the others as inactive; i = inactive; . = not tested or not shown. The list is partial; rates above refer to the full screens.

Start of the data: the first 2 records, ahead of the listing:
cpd	SMILES	CCHFV vOTU inh	TcdB GH inh	PrPC surface inh	SSB-PriA inh	Yp Topo-I inh	MazF activator	Rv3671c inh	Vc quorum ag	DUSP3 inh	3CLpro inhibitor
1	CN(CCCC(=O)N1CCN(c2ncccn2)CC1)S(=O)(=O)c1ccc(F)cc1	8	0.3	7	0	-3	7	-2	-0.6	.	.
2	Cc1ccc(-n2nnnc2SCC(=O)N(CC(C)C)c2c(N)n(CC(C)C)c(=O)[nH]c2=O)cc1	9	0.4	-6	-6	1	-34	23	1.0	9	1

The whole of this part, from the start:
cpd	SMILES	CCHFV vOTU inh	TcdB GH inh	PrPC surface inh	SSB-PriA inh	Yp Topo-I inh	MazF activator	Rv3671c inh	Vc quorum ag	DUSP3 inh	3CLpro inhibitor
1	CN(CCCC(=O)N1CCN(c2ncccn2)CC1)S(=O)(=O)c1ccc(F)cc1	8	0.3	7	0	-3	7	-2	-0.6	.	.
2	Cc1ccc(-n2nnnc2SCC(=O)N(CC(C)C)c2c(N)n(CC(C)C)c(=O)[nH]c2=O)cc1	9	0.4	-6	-6	1	-34	23	1.0	9	1
3	COc1cccc(NC(=O)CCCOc2cc(=O)n(C)c3ccccc23)c1	-11	.	-2	-8	2	10	-6	i	0	4
4	COc1cc(CC(=O)N2CCN(S(=O)(=O)c3ccc(C)cc3)CC2)cc(OC)c1OC	4	0.3	1	-5	3	-3	8	i	.	.
5	CN(CC(=O)N1CC=C(c2ccccc2)CC1)S(=O)(=O)c1cnc[nH]1	4	.	2	12	7	28	-15	0.0	26	6
6	O=C(Nc1nc(-c2ccccc2)cs1)C1CCCN(S(=O)(=O)c2cccc([N+](=O)[O-])c2)C1 (stereo unspecified)	1	.	-5	11	-13	10	-43	-0.2	9	0
7	CCOc1ccc(N2CC(C(=O)Nc3cccc(C(=O)NC4CC4)c3)CC2=O)cc1 (stereo unspecified)	-5	1.4	-11	-4	-1	2	-16	i	.	.
8	CN(C)S(=O)(=O)c1ccc(N2CCCC2)c(C(=O)Nc2ccccc2OC(F)F)c1	-1	-1.6	2	-10	0	3	4	-0.5	-11	1
9	COc1ccc(NS(=O)(=O)c2ccc(N)c(C(=O)O)c2)cc1	12	-0.6	5	-7	2	3	0	.	14	-3
10	CN(C)S(=O)(=O)c1cccc(NC(=S)NC23CC4CC(CC(C4)C2)C3)c1	16	-1.1	3	1	19	3	-13	i	7	0
11	O=S(=O)(c1ccc2ccccc2c1)N(CC(O)COCc1ccco1)c1ccccc1 (stereo unspecified)	-15	.	1	7	-6	0	-9	-0.2	7	4
12	CCn1c(SCC(=O)N/N=C/C(C)=C\c2ccco2)nnc1-c1ccccc1	0	-0.7	1	.	16	2	-4	0.1	5	1
13	C=CC#CC[N+]1(CC#Cc2ccccc2)CCOCC1	-1	0.7	38*	54*	-4	-16	.	i	8	-2
14	Cc1cc(C)c2nc3c(c(C(=O)O)c2c1)CCC3	-4	.	3	-1	-9	8	7	-17	7	4
15	CCOc1ccc(NC(=O)CCCN2C(=S)NC(C)(C)CC2C)cc1 (stereo unspecified)	-1	.	-1	11	12	4	-1	-0.2	1	5
16	Cc1cccc2cc(CN(Cc3ccco3)C(=O)Nc3cccc(C#N)c3)c(Cl)nc12	0	2.2	18	-4	1	-1	-57	i	25	2
17	COCNc1nc(OCC#N)nc(N(C)C)n1	15	.	5	-4	15	4	8	i	8	5
18	O=S(=O)(c1cccc(-c2csc(N/N=C/c3ccco3)n2)c1)N1CCOCC1	10	0.2	-11	i	4	2	-7	-0.4	25	5
19	COc1ccc(OC)c(CN2CCC(N3CCC(C(=O)NC4CC4)CC3)CC2)c1	0	-1.7	-6	-6	-4	-10	-4	-2.9	-9	-3
20	Cc1cc(C)cc(NC(=S)NCCSc2ccc(Cl)cc2)c1	0	0.9	-1	-26	-1	-6	-28	-0.2	8	6
21	Cn1ncc2c(Nc3cccc(C(=O)O)c3)ncnc21	6	.	0	-4	12	4	-1	i	5	0
22	N#Cc1nc(-c2ccco2)oc1N1CCC(C(N)=O)CC1	-26	1.3	6	-15	1	8	2	.	12	0
23	O=C(Nc1ccccc1)N1CCN(S(=O)(=O)c2ccccc2)CC1	-3	1.4	-4	-22	3	0	7	-0.7	23	4
24	COc1cccc(N(CC(=O)NC(C)c2ccccc2)S(C)(=O)=O)c1 (stereo unspecified)	-3	.	6	-12	9	1	2	-1.2	-8	-1
25	Cc1cc(SCC(=O)NC(=O)NCc2ccco2)nc2c(C)cccc12	-7	.	9	2	7	-3	-20	-0.4	-12	2

Molecules above containing a cyano group:
cpd	SMILES	CCHFV vOTU inh	TcdB GH inh	PrPC surface inh	SSB-PriA inh	Yp Topo-I inh	MazF activator	Rv3671c inh	Vc quorum ag	DUSP3 inh	3CLpro inhibitor
16	Cc1cccc2cc(CN(Cc3ccco3)C(=O)Nc3cccc(C#N)c3)c(Cl)nc12	0	2.2	18	-4	1	-1	-57	i	25	2
17	COCNc1nc(OCC#N)nc(N(C)C)n1	15	.	5	-4	15	4	8	i	8	5
22	N#Cc1nc(-c2ccco2)oc1N1CCC(C(N)=O)CC1	-26	1.3	6	-15	1	8	2	.	12	0

Going on with the list.
cpd	SMILES	CCHFV vOTU inh	TcdB GH inh	PrPC surface inh	SSB-PriA inh	Yp Topo-I inh	MazF activator	Rv3671c inh	Vc quorum ag	DUSP3 inh	3CLpro inhibitor
26	COc1ccc2c(c1)[C@H]1[C@H](CO2)[C@H](c2ccccc2)[C@]2(C)C(=O)Nc3cc(F)ccc3C(=O)N12	11	-9.3	13	6	5	2	-4	-0.6	.	.
27	CC(Sc1nnc(C2CC2)n1C1CC1)C(=O)c1ccc(Br)cc1 (stereo unspecified)	-6	0.5	7	23	7	-6	.	-1.7	.	.
28	CCCCCCCC(=O)NNC(=O)c1c(O)c2ccccc2n(CCC)c1=O	9	0.7	7	-2	9	14	3	-0.3	22	0
29	COC(=O)C1=C(c2cc3ccccc3o2)C[C@@H]2CC[C@H]1N2C(=O)NCc1cccc2ccccc12	-2	.	4	12	14	-12	-18	2.9	.	.
30	CN(C(=O)COC(=O)CNC(=O)C12CC3CC(CC(C3)C1)C2)c1ccccc1	-2	-0.3	2	-12	14	1	-1	-0.2	14	1
31	CCc1noc(C)c1C(=O)N(C)CC(=O)Nc1ccccc1C(F)(F)F	36*	1.3	0	-5	-8	-5	1	-0.3	.	.
32	CC(C)(C)c1ccc(C(=O)c2cn[nH]c2-c2ccccc2O)cc1	-1	0.0	1	-1	-6	-3	-2	-1.2	-2	-1
33	CCn1c(CNC(=O)COc2ccc(C(C)C)cc2)nnc1SCC(=O)Nc1ccccc1	-6	.	-3	0	-3	-6	2	2.1	12	-2
34	CCc1ccccc1NC(=O)Cn1ccn(-c2ccc(OC)cc2)c(=O)c1=O	12	-0.2	-10	-3	8	1	-8	-0.1	18	-6
35	CC(C(=O)OCn1nnc2ccccc2c1=O)N1C(=O)c2ccccc2C1=O (stereo unspecified)	9	.	-9	-5	2	0	8	-0.5	6	0
36	COc1ccc(CNC(=O)CCC(=O)Nc2cccnc2)cc1	-1	2.0	0	5	-7	6	7	-0.1	5	-3
37	Clc1cccc(NCc2cn3cccnc3n2)c1	10	1.2	8	6	-5	-23	-6	i	11	2
38	COc1cccc(/C(N)=N/OC(=O)Cc2ccccc2[N+](=O)[O-])c1	13	0.3	0	.	-14	-3	-11	-0.1	1	0
39	Cc1c(Cl)cccc1NC(=S)N1CCN(c2ccccn2)CC1	0	-0.2	-2	-9	4	2	-8	i	0	-4
40	Oc1ccc(-c2nccc(-c3ccc(Cl)cc3Cl)n2)cc1	-4	0.2	2	-10	3	-2	-11	0.1	37	-2
41	Cc1ccc(NC(=O)Nn2cnnc2)cc1	-4	0.8	5	-17	8	-15	.	i	14	-4
42	COc1ccc(C2N=C(N)N=C(N)N2c2ccccc2)cc1OC (stereo unspecified)	-16	.	3	0	0	5	2	i	-18	1
43	O=C1c2ccccc2C(=O)N1CCCON1C(=O)c2ccccc2C1=O	-1	.	5	-6	1	-6	-1	i	-5	-1
44	N#CC1=C(N)OC2=C(C(=O)CCC2)C1c1ccc(OC(=O)N2CCOCC2)cc1 (stereo unspecified)	-14	.	0	-1	-10	-2	9	-4.0	-1	-2
45	CCc1ccc(OCC(=O)Nc2cc(S(=O)(=O)CC)ccc2O)cc1	-13	1.2	1	-18	4	9	-4	i	12	2
46	O=C(NCc1ccco1)C1CCCN1C(=O)Nc1ccc(Br)cc1 (stereo unspecified)	6	-1.3	0	3	2	4	.	-5.6	-12	5
47	CCOc1ccc(C(=O)Nn2cnnc2)cc1	-3	.	3	-1	-4	19	-3	i	-6	3
48	CC(C)(C)c1ccc(/C=N/Nc2nncn2N)cc1	89*	-0.5	-7	.	0	7	.	-0.9	5	0
49	O=C(NC(N1CCCCCC1)C(Cl)(Cl)Cl)c1ccccc1Cl (stereo unspecified)	0	0.6	0	-18	-3	-4	-3	i	11	3
50	Cc1cccc(C(=O)NNS(=O)(=O)c2ccc(F)cc2)c1O	0	-3.6	6	-5	0	-10	.	0.7	4	2
51	O=C(CC1SC(N2CCCCC2)=NC1=O)Nc1cccc(C(=O)N2CCCC(C(F)(F)F)C2)c1 (stereo unspecified)	8	-0.4	-5	1	7	-12	.	-0.9	.	.
52	CCOC(=O)c1cc(-c2ccccc2)nn1Cc1cc(C)no1	-4	0.8	3	-38	12	-5	0	0.4	.	.
53	CN1C(=O)C2(OCCCO2)c2ccccc21	-9	1.9	-7	-2	1	15	5	-0.6	-2	-2
54	Cn1c(=O)c2c(nc(N3CCOCC3)n2CCc2ccccc2)n(C)c1=O	4	2.5	2	-4	-1	-7	2	-0.9	12	-1
55	CCN1CCN(c2ccc(NC(=O)c3ccco3)cc2Cl)CC1	0	0.3	-9	2	-2	6	2	i	17	3
56	O=C(/C=C/c1ccc(Br)o1)OCc1ccccc1	4	.	1	-40	15	-6	4	i	-15	2
57	O=C(OCn1nnc2ccccc2c1=O)C1COc2ccccc2O1 (stereo unspecified)	0	1.6	1	-2	2	-11	2	0.0	-8	-2
58	CCOC(=O)c1ccc(NC(=S)NC(=O)COc2ccccc2)cc1	-6	-1.0	3	-14	15	-1	-1	-0.3	-5	4
59	Fc1c(F)c(F)c(N/N=C/c2c[nH]c3ccccc23)c(F)c1F	-4	.	-3	.	-34	2	10	-0.3	-8	0
60	CCc1noc(C)c1C(=O)Nc1nc2ccc(F)cc2s1	3	0.9	-5	-5	-10	-24	-2	i	.	.
61	CC(C)Oc1cccc(C(=O)NC(=S)Nc2cccnc2)c1	-7	.	3	-7	-1	-2	0	-0.3	3	3
62	CN(Cc1cnn(-c2ccc(F)cc2)c1)Cc1nc(Cc2ccccc2)no1	-10	-0.2	-4	-22	19	9	-4	-0.6	8	2
63	CCN(CC)C(=O)c1cccc(NC(=O)c2cc(-c3ccccn3)nc3ccccc23)c1	22	-0.3	-4	0	10	5	-1	i	.	.
64	COc1ccc(N2C(=O)[C@@H]3Cc4ccccc4CN3C2=O)cc1	1	.	2	-11	-6	-3	0	3.0	22	1
65	C[C@@H]1CC[C@H](O)/C=C/C(=O)O[C@H](C)CC[C@H](O)/C=C/C(=O)O1	9	-4.0	-1	.	9	5	-6	-0.6	14	.
66	COc1cc2c(cc1NC(=S)Nc1cccc(C(F)(F)F)c1)oc1ccccc12	-20	.	10	-11	-3	6	-2	i	26	5
67	COCCN(Cc1cc2ccc(C)cc2[nH]c1=O)S(=O)(=O)c1ccccc1	-14	0.0	3	-5	-3	10	-12	-0.3	25	-4
68	COc1ccccc1-c1cc(C(F)(F)F)nc(N2CCN(c3ccc(F)cc3)CC2)n1	-15	.	1	-8	-10	-1	-3	i	5	6
69	Cc1cccc(C)c1NC(=O)CNC(=O)C1COc2ccccc2O1 (stereo unspecified)	-5	1.4	1	6	1	0	0	i	.	.
70	CCC1(C)Cc2ccccc2-c2nc3n(c(=O)c21)CCS3 (stereo unspecified)	11	0.3	9	-17	23	2	5	-0.4	-7	3
71	COc1cccc(CN2CCNC(=O)C2CC(=O)NCCCN2CCCC2=O)c1 (stereo unspecified)	9	2.7	-5	-6	5	3	-6	i	-9	1
72	CN(Cc1ccco1)C(=O)C(Cc1ccccc1)NS(=O)(=O)c1ccc2c(c1)CCC(=O)N2 (stereo unspecified)	-1	1.0	0	-7	4	2	4	-0.6	6	-3
